Dynein cargo inh – dynein cargo transport inhibition; AID 1381; 3617.4 mouse cells, GR-EGFP nuclear translocation imaging; test concentration mostly 20 µM; stimulated with dexamethasone, 1 µM; stronger effect = lower value; z-score, hits read low; 220,000 tested, 0.47% active;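 active = plate z-score of nuclear minus cytoplasmic receptor signal below a set negative limit, without overly bright fluorescence or cell loss, cut at about -3.5 in these data, passing the limit was not always enough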;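 also: z-score of nuclear minus cytoplasmic ring GR-EGFP intensity difference per well; some compounds called inactive have numbers as strong as hits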
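Medium: Induction medium lacking tetracycline, stripped serum | Probe or stimulus: 1.0 µM final dexamethasone stimulus | Schedule: 48 h induction, then 1 h compound, then 30 min agonist, 37 °C | Signal: Automated 10x imaging of fixed Hoechst-stained cells | Evaluation: Per-cell GR-EGFP intensity, nucleus versus surrounding cytoplasmic ring, well-averaged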
Yfh1-off respiration – enhancers of respiration in Yfh1-depleted yeast, dose response, Friedreich's ataxia, plus single-dose screen (AID 1465). 220,000 tested, 0.074% active. S. cerevisiae Yfh1-off respiration, WST-1 reduction, 72 h; higher fold induction means a stronger effect. one-dose fold induction at 50 µM; EC50 in µM for titrated hits;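 active = fold induction of absorbance versus untreated yeast above a set limit, then at least 30% activation at any dose in follow-up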;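 also: activators that raise dye reduction in frataxin-depleted yeast; strong numbers were not always called active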
Insulin prom up – MIN6 insulin promoter up-regulation; MIN6 insulin promoter-GFP reporter, high-content imaging; stronger effect = higher value; z-score at 5 µM; 190,000 tested, 0.3% active; AID 1625;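 active = z-score above 3 at 5 µM with at least 500 cells counted in the well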
Lipid droplet – hepatic lipid droplet formation modulation; AML12 mouse hepatocytes, oleate lipid droplets, BODIPY imaging; inhibition, % at 6.5 µM; 240,000 tested, 0.4% active;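 active = lipid droplet intensity inhibited by at least 50%, with more than 500 cells counted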
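Material: mouse AML12 hepatocyte cell line, fixed after treatment; Timing: compound with oleate, overnight; Technique: high-content imaging of BODIPY-stained droplets and DAPI nuclei; Probe or stimulus: oleate, 100 µM final; Dosing: compound at 6.5 µM only.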
MT stabilizer – microtubule stabilization, imaging screen; HeLa tubulin immunostaining HCS, 24 h; share of cells brighter than vehicle mean+2SD; % tubulin-high responders, % at 10 µM; 200,000 tested, 0.83% active; AID 2205;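 active = plate Z-score above 3 for both tubulin-high and condensed-nucleus cell shares, with cell loss under 80%, at 10 µM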;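 also: anti alpha tubulin signal scored within the nucleus-defined area of each cell; some results filed as inactive read as strong as hits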
CSM14.1 death rescue – protection against thapsigargin-triggered cell killing – 384-well, CSM14.1, ATP luminescence, primary screen (AID 1222); CSM14.1 thapsigargin-induced death rescue, ATP luminescence; higher % means a stronger effect; one-dose cellular ATP content (survival), % at 20 µM; EC50 in µM for titrated hits; 190,000 tested, under 10 active;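 active = EC50 below 50 µM in the dose-response confirmation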;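 also: death triggered by thapsigargin at about 15 µM added after 2 h compound pretreatment; cell ATP read after overnight thapsigargin exposure of roughly 18 to 22 hours; normalized against plate controls of thapsigargin alone and 5% DMSO vehicle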
Autophagy HCS – alters autophagy in cells | MEF GFP-LC3 puncta imaging; test concentration mostly 10 µM | calls only at 10 µM (by protocol) | 190,000 tested, 0.98% active;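 active = percentage of spot-positive cells more than 3 SD above its plate mean, without a fluorescence outlier flag or 80% toxicity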;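 also: spot-positive cell cutoff set from DMSO-treated cells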
M17LAP inhibition – P. falciparum M17LAP inhibitors, primary screen, biochemical, fluorogenic H-Leu-NHMec substrate, 1536-well (AID 1619); 220,000 tested, 0.38% active; recombinant M17LAP, H-Leu-NHMec fluorogenic kinetic assay; higher % means a stronger effect; inhibition, % at 30 µM, or IC50 in µM where a hit was titrated;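 active = compound inhibiting the enzyme by more than half at any dose during confirmatory dose-response retesting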;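 also: plate controls were full reaction with DMSO carrier for no effect and no enzyme background for full effect; strong numbers were not always called active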
P. falciparum M1AAP – malaria alanyl aminopeptidase activity blockers – biochemical, fluorogenic H-Leu-NHMec substrate, 1536-well (AID 1445). 220,000 tested, 0.42% active. recombinant M1AAP, H-Leu-NHMec fluorogenic kinetic assay; higher % means a stronger effect. inhibition, % at 30 µM; hits with a dose series show IC50 in µM;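 active = primary inhibition above the hit cutoff, then over 50% inhibition at one or more dose response concentrations, cut at about 23% in these data, passing the limit was not always enough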;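 also: plate controls were DMSO full reaction for no effect and no enzyme background for full effect; strong numbers were not always called active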
Dynein cargo inh cytoplasmic EGFP – second read-out of Dynein cargo inh, no call of its own (marks repeat the call); z-score; measured here: cytoplasmic GR-EGFP intensity; stronger effect = higher value
Dynein cargo inh nuclear GR-EGFP – further read-out of Dynein cargo inh, marked with its call; z-score; measured here: nuclear GR-EGFP intensity;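 lower value marks the stronger effect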
Dynein cargo inh cell count – recorded beside Dynein cargo inh, whose call it bears; z-score; measured here: cell count per field
Insulin prom up cell count – recorded beside Insulin prom up, whose call it bears; cell count; measured here: cytotoxicity, nuclei count;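 total cells summed across four imaged fields per well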
Lipid droplet cells 6.5 µM – further read-out of Lipid droplet, marked with its call; cell count; measured here: cell count, cytotoxicity flag;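 cells counted across two imaged fields per well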
MT stabilizer Hoechst-high % – second read-out of MT stabilizer, no call of its own (marks repeat the call); % Hoechst-high responders; measured here: nuclear condensation Hoechst responders;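 share of cells brighter than vehicle mean plus two SD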
MT stabilizer cytotoxicity % – second read-out of MT stabilizer, no call of its own (marks repeat the call); toxicity, %; measured here: cytotoxicity by cell density;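 0% = mean cell density of plate MIN control wells and 100% = no cells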
Autophagy HCS cell loss 18 h – recorded beside Autophagy HCS, whose call it bears; toxicity, %; measured here: cell loss, nuclei count;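 cell loss after 18 h compound exposure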
An asterisk follows results filed as active; i = inactive; nt = no result given; + = active, no number.

SMILES | Dynein cargo inh | Dynein cargo inh cytoplasmic EGFP | Dynein cargo inh nuclear GR-EGFP | Dynein cargo inh cell count | Yfh1-off respiration | Insulin prom up | Insulin prom up cell count | Lipid droplet | Lipid droplet cells 6.5 µM | MT stabilizer | MT stabilizer Hoechst-high % | MT stabilizer cytotoxicity % | CSM14.1 death rescue | Autophagy HCS | Autophagy HCS cell loss 18 h | M17LAP inhibition | P. falciparum M1AAP
CCNC(=S)Nc1cc(Cl)ccc1Oc1ccccc1 | -0.58 | -0.19 | -0.71 | 0.57 | i | 0.21 | 1348 | 19 | 645 | 3.0 | 3.5 | 4.7 | -1.2% | i | -2 | -16% | 3%
CCOC(=O)Cn1c(=O)oc2ccc(C)cc21 | -0.58 | -0.27 | -0.3 | 0.47 | i | 0.64 | 1435 | 0 | 637 | 2.4 | 1.1 | 1.9 | 0.0% | i | 16 | 5% | 6%
Cc1cc2c(=O)[nH]cnc2s1 | 0.33 | -0.25 | 0.27 | 0.24 | i | 0.29 | 958 | -5 | 740 | 4.1 | 3.3 | 7.8 | -2.7% | i | 0 | -4% | 2%
CCn1c(CNS(=O)(=O)c2ccc(Cl)cc2)n[nH]c1=S | 0.79 | -0.27 | 0.8 | -0.52 | i | -0.82 | 1439 | -18 | 698 | 2.3 | 1.2 | 12 | -0.3% | i | 13 | -6% | -9%
CCn1c(CSc2nnc(-c3ccncc3)n2CCOC)nc2cc(C(=O)O)ccc21 | 0.66 | -0.13 | 0.36 | -0.31 | i | 0.07 | 1168 | 10 | 678 | 1.6 | 1.6 | 4.5 | -0.5% | i | -5 | -2% | 0%
C=CC(=O)NCC1OCCc2ccccc21 (centres undefined) | -0.44 | -0.27 | -0.32 | 0.35 | i | nt | nt | 2 | 711 | 1.7 | 1.6 | 11 | 0.8% | i | -1 | -4% | 2%
O=C1NC2(CCOc3ccccc32)C(=O)N1CC(=O)N(Cc1ccccc1)C1CCS(=O)(=O)C1 (centres undefined) | -0.85 | -0.33 | -0.27 | 0.26 | i | nt | nt | 4 | 727 | 4.8 | 3.7 | 9.2 | -1.2% | i | 16 | 1% | -5%
NNC(=O)c1ccc(COc2ccc3c(c2)CCC3)o1 | -0.037 | -0.018 | 0.12 | 0.65 | i | -0.07 | 1437 | -9 | 604 | 2.9 | 2.0 | 8.5 | -1.8% | i | 4 | -9% | 4%
Cc1ccc(OCC(=O)N2CCOCC2)c([N+](=O)[O-])n1 | -0.18 | -0.79 | -0.41 | 0.17 | i | -0.22 | 1006 | 0 | 716 | nt | nt | nt | nt | nt | nt | 7% | 0%
COCCNCC(O)CON=C1c2ccccc2-c2ccccc21 (centres undefined) | -1 | -0.3 | -0.42 | 1.2 | i | 0.21 | 1240 | 5 | 658 | 5.0 | 2.7 | 1.5 | nt | i | -5 | -4% | -5%
O=C(Nc1ccccc1C(=O)N1CCOCC1)c1cccc(S(=O)(=O)N2CCCC2)c1 | 0.85 | -0.029 | 0.17 | -0.52 | i | 0.73 | 1180 | -3 | 696 | 2.7 | 3.1 | 7.6 | -3.9% | i | -6 | -2% | 0%
Cc1cc(NC(=O)c2cccc(N3C(=O)CCC3=O)c2)no1 | -0.73 | -0.3 | -0.2 | -0.46 | i | 0.41 | 1480 | nt | nt | 5.9 | 3.1 | 4.9 | 0.0% | i | -12 | 7% | -6%
COC(=O)c1ccc(S(=O)(=O)N(Cc2ccccc2)Cc2ccccc2)n1C | 1.8 | -0.17 | 0.6 | -0.9 | i | -0.11 | 1114 | -25 | 704 | nt | nt | nt | nt | nt | nt | -8% | -2%
CCOc1cc(S(=O)(=O)NCCc2ccc(OC)c(OC)c2)c(OCC)cc1-n1cnnn1 | -0.79 | -0.16 | -0.46 | 0.42 | i | -0.57 | 963 | -27 | 683 | 2.1 | 1.7 | 5.1 | 1.0% | i | -13 | 8% | -1%
COc1ccc(NC(=O)Nc2ccc3nc(C)c(C)nc3c2)cc1 | -0.44 | -0.28 | -0.44 | 0.64 | i | -0.05 | 947 | 23 | 850 | 1.0 | 1.7 | 8.9 | -1.2% | i | -1 | 25% | 3%
O=C1N/C(=C/c2ccc(N3CCCC3)cc2)C(=O)N1c1ccccc1 | 1.5 | -0.18 | 0.86 | 0.3 | i | 0.57 | 1274 | 4 | 693 | 5.7 | 1.8 | 4.5 | 9.9% | + | 0.2* | 6% | 7%
O=C(NC(=S)NNC(=O)c1ccccc1[N+](=O)[O-])c1ccccc1 | -0.55 | -0.21 | -0.037 | -0.69 | i | nt | nt | 7 | 738 | 4.3 | 2.2 | 4.8 | -1.7% | i | -12 | 10% | 17%
Cc1nc(N2CCOCC2)[nH]c(=O)c1C(O)C(Cl)(Cl)Cl (centres undefined) | 0.55 | -0.13 | 0.7 | -0.61 | i | -0.39 | 1051 | 9 | 698 | nt | nt | nt | nt | nt | nt | -6% | 1%
CCN(CC)CCn1c(NC(=O)c2ccc(Cl)cc2)nc2ccccc21 | -0.27 | -0.22 | -0.32 | 1 | i | nt | nt | -5 | 771 | 3.6 | 1.9 | 6.7 | 0.8% | i | 15 | 0% | 3%
COCCn1c(CN2CCN(C)CC2)nc2c1c(=O)n(C)c(=O)n2C | -0.61 | -0.17 | -0.18 | -0.11 | i | -0.01 | 919 | nt | nt | 4.9 | 2.2 | 8.9 | -1.0% | i | 9 | 4% | 0%
Cc1ccoc1C(=O)NCc1occc1C(=O)O | -0.68 | -0.2 | -0.036 | 0.16 | i | 0.23 | 1363 | nt | nt | 1.6 | 3.2 | 11 | 0.1% | i | -8 | -2% | 1%
COc1cc(CO)cc(-c2cc(CO)cc(OC)c2OC)c1OC | -0.45 | 0.17 | -0.4 | 0.044 | i | 0.54 | 979 | -7 | 653 | 3.6 | 2.5 | 7.7 | nt | i | 0 | 8% | -1%
CCN1C(=O)N(CN2CCOCC2)C2C1N(CN1CCOCC1)C(=O)N2CC (centres undefined) | nt | nt | nt | nt | i | 2.5 | 785 | 7 | 772 | nt | nt | nt | -4.3% | nt | nt | nt | nt
N#CCCn1cc(C=C(C#N)C#N)c(-c2ccc(-c3ccccc3)cc2)n1 | -4.1* | 0.62* | -2.4* | 0.78* | i | -0.08 | 1044 | 15 | 659 | 6.4 | 5.0 | 0.5 | -0.6% | i | 3 | 4% | 16%
N#Cc1cn(OCc2ccccc2)c(=O)[nH]c1=O | -0.017 | -0.048 | -0.36 | -0.076 | i | 0.56 | 1322 | -12 | 713 | 3.8 | 2.4 | 7.3 | -0.8% | i | -1 | 7% | 4%
O=S(N1CCc2ccccc21)C12CC3CC(CC(C3)C1)C2 (centres undefined) | -0.84 | -0.28 | 0.23 | -0.45 | i | -0.98 | 1085 | 3 | 719 | 5.1 | 2.8 | 5.4 | -1.0% | i | 10 | -1% | 3%
O=C(c1ccc(C(F)(F)F)cc1)C1CCCN(Cc2cccn2-c2ncccn2)C1 (centres undefined) | -0.64 | -0.2 | -0.37 | 0.28 | i | -1.3 | 1432 | 3 | 725 | 1.6 | 1.5 | 6.2 | -1.8% | i | 5 | 0% | 0%
Cc1[nH]nc2c1C(CCc1ccccc1)C(C#N)=C(N)O2 (centres undefined) | nt | nt | nt | nt | i | 0.25 | 1210 | nt | nt | nt | nt | nt | -1.3% | nt | nt | 68% | 6%
O=C(Nc1ccsc1C(=O)N1CCCCCC1)c1ccccc1 | 1.3 | -0.077 | 1 | -2.1 | i | 0.22 | 1635 | nt | nt | 1.3 | 2.0 | 8.4 | 1.9% | i | 0 | -8% | -8%
CCNc1nc(=S)nc(NC(C)C)[nH]1 | -0.6 | -0.23 | -0.5 | -0.041 | i | -0.29 | 1218 | 6 | 478 | 6.0 | 2.0 | 5.2 | -0.4% | i | 9 | -22% | 1%
CCOC(=O)c1oc2ccccc2c1NC(=O)C(C)(C)C | -0.76 | -0.36 | -0.43 | 1.1 | i | -0.15 | 1271 | 7 | 686 | 5.0 | 2.0 | 7.9 | nt | i | 5 | 6% | 9%
C=CCNC(=S)NNc1ncnc2sc3c(c12)CC(C)(C)OC3 | -0.44 | -0.045 | -0.24 | 0.62 | i | 0.13 | 1526 | nt | nt | 1.3 | 1.4 | 6.1 | 0.2% | i | -2 | 8% | 5%
O=C(CSCc1ccccc1)N1CCN(c2cccc(C(F)(F)F)c2)CC1 | 0.28 | 0.9 | 0.14 | 0.28 | i | nt | nt | 9 | 781 | 1.0 | 1.3 | 8.7 | -1.6% | i | -5 | 13% | 7%
CCSc1nnc(NC(=O)Cc2cc(OC)c(OC)c(OC)c2)s1 | -0.1 | -0.25 | -0.35 | 0.97 | i | 0.92 | 1301 | 11 | 724 | 2.4 | 1.5 | 9.5 | -0.7% | i | 28 | -11% | -3%
O=C(CC(CC(=O)c1ccc(Br)cc1)c1cccnc1)c1ccc(Br)cc1 | 1.1 | 0.14 | 1.1 | -2.9 | i | -0.85 | 1053 | -8 | 681 | nt | nt | nt | nt | nt | nt | 3% | 1%

Compound activity as filed in PubChem.
